M18AAP inhibitor = blocks P. falciparum M18 aspartyl aminopeptidase | recombinant PfM18AAP, H-Glu-NHMec fluorogenic cleavage | inhibition, % at 7.35 µM | hit rate 1.2% among 290,000;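 active = inhibition above the campaign mean inhibition over all tested compounds plus 3 SD, cut at about 28% in these data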;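 also: 0% = plate median of test compound wells and 100% = 2 mM ZnCl2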
IMP-1 inh = inhibitors of Pseudomonas aeruginosa IMP-1 metallo-beta-lactamase; hit rate 0.45% among 290,000; AID 1556; inhibition, % at 5.6 µM; purified IMP-1, nitrocefin hydrolysis, epi-absorbance fluorescence;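 active = inhibition above the mean plus 3 SD of all compounds in the same screening run, cut at about 4.5% in these data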;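 also: 0% = IMP-1 with DMSO and 100% = DMSO wells lacking enzyme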
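System: purified recombinant IMP-1 beta-lactamase. Medium: Zinc- and detergent-supplemented HEPES buffer, pH 7.1. Compound: one 5.6 µM dose […]. Schedule: 15 min preincubation plus 25 min reaction at 25 °C. Technique: Epi-absorbance fluorescence, 480 nm excitation, 530 nm emission.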
GPR7 antag = blocks human GPR7 receptor signaling | GPR7-expressing cells, fluorescence antagonist assay | inhibition, % at 4.4 µM | hit rate 1.1% among 290,000; in the data active = inhibition above about 16%, passing the limit was not always enough;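 also: cells stimulated with the agonist NPW; 0% = agonist with vehicle and 100% = vehicle without agonist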
VIM-2 inh = blocks Pseudomonas aeruginosa VIM-2 metallo-beta-lactamase. AID 1527. inhibition, % at 5.6 µM. purified VIM-2, nitrocefin hydrolysis, epi-absorbance fluorescence. hit rate 0.89% among 290,000;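 active = inhibition above the mean of all tested compounds plus 3 SD, cutoff set per screening run, cut at about 7.5% in these data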;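 also: red hydrolysis product quenches plate fluorescence so inhibitors raise well fluorescence; 0% = enzyme with DMSO and 100% = DMSO without enzyme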
NALP1 yeast inh = blocks the NALP1 inflammasome reconstituted in yeast. S. cerevisiae NALP1/ASC/caspase-1 growth, X-gal OD620, 72 h. inhibition, % at 10 µM. hit rate 0.61% among 280,000. AID 2071; in the data active = inhibition mostly above about 24%, no sharp cut-off; inactive = mostly below about 32%; also: some compounds called inactive have numbers as strong as hits
p-CIP stab down = lowers stability of the mouse p/CIP coactivator protein. Q05BA5. F442A p/CIP-EGFP cells, EGFP fluorescence, 16 h. decrease of EGFP signal, % at 10 µM. hit rate 0.01% among 290,000;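 active = EGFP signal decrease of at least 30% at 10 µM or well 3 SD below plate mean, unless failing retest; inactive = the rest, including hits failing retest or dose response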; also: some compounds called inactive have numbers as strong as hits; many of its hits are not listed in these tables
Target sequence (Q05BA5 1-1403): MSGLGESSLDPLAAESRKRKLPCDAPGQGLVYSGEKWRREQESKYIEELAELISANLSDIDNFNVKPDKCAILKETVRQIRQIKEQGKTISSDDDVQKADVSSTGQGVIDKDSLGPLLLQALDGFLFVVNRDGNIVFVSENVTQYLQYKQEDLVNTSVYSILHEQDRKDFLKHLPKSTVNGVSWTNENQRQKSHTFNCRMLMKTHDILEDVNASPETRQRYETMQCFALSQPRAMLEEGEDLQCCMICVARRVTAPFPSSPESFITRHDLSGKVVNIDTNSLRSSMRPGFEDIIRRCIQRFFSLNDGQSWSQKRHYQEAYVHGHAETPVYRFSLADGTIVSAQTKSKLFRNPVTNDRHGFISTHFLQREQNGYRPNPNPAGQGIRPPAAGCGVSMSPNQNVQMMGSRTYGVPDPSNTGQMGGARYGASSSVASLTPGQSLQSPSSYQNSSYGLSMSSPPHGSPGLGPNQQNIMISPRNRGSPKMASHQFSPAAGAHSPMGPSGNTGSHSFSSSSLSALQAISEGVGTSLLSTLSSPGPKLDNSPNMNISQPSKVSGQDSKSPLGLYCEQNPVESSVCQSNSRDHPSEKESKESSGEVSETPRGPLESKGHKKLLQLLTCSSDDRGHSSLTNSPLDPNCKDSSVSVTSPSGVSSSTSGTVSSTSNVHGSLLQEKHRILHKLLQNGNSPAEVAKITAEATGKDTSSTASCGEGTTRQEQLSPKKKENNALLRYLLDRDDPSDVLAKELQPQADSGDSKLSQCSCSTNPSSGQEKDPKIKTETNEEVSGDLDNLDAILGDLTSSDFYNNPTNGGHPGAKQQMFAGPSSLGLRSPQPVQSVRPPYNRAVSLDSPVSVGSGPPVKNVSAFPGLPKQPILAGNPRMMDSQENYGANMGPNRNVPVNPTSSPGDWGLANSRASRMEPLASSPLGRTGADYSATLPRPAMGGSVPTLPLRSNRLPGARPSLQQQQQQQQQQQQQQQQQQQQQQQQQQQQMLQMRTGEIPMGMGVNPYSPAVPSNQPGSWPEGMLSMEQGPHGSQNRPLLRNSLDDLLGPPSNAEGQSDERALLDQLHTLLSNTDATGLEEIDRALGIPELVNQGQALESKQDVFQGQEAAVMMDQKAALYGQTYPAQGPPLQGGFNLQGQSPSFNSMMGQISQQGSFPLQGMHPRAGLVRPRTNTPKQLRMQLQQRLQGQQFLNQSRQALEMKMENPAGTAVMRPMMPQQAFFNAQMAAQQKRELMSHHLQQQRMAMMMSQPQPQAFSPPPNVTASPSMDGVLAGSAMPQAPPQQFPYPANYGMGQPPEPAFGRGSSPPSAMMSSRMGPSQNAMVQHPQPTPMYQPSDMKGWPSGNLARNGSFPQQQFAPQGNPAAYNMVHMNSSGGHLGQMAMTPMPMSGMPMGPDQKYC
IDE act = activators of human insulin-degrading enzyme in cells; AID 493087; P14735; activation, % at 5.96 µM; hit rate 0.073% among 340,000; HEK cells, FAbeta-B cleavage, fluorescence polarization; 0% vehicle, 100% cell-free pure enzyme wells;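 active = activation above the mean of all tested compounds plus 3 SD, set per screening campaign, cut at about 17% in these data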
PHOSPHO1 block = inhibitors of human PHOSPHO1 phosphatase; recombinant PHOSPHO1, absorbance phosphatase assay; inhibition, % at 13.3 µM; hit rate 1.1% among 290,000; in the data active = inhibition above about 60%
IDE cell inh = inhibitors of human insulin-degrading enzyme in cells | P14735 | AID 434962 | inhibition, % at 5.59 µM | hit rate 0.41% among 320,000 | HEK cells, FAbetaB cleavage, fluorescence polarization;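 active = percent inhibition above the average of all tested compounds plus 3 SD, set per screening campaign, cut at about 16% in these data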;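 also: IDE supplied by intact live HEK cells; FP after avidin binding of uncleaved biotin substrate so inhibition keeps polarization high; 0% = DMSO wells and 100% = 60 µM reference IDE inhibitor Ii1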
* = called active by the depositor; . = not tested or not shown.

SMILES	M18AAP inhibitor	IMP-1 inh	GPR7 antag	VIM-2 inh	NALP1 yeast inh	p-CIP stab down	IDE act	PHOSPHO1 block	IDE cell inh
CC(C)=CCC/C(C)=C/CCC(C)NCCN1CCNCC1 (centres undefined)	6	-6.3	24*	-3.1	5	-7	.	-39	5
CSc1ccc(CN(C)CC(=O)Nc2ccc(NC(C)=O)cc2)cc1	-5	-1.2	0	-2.4	22	-11	-3	-5	-1
O=C(CN1CCN(C(=O)c2ccco2)CC1)N1CCc2[nH]c3ccccc3c2C1	15	-3.2	-13	-2.1	13	-8	.	8	-3
O=[N+]([O-])c1cccc(/C=C/c2nc[nH]c2[N+](=O)[O-])c1	0	-3.2	-3	-2.6	0	-12	4	20	-1
COc1cc(C2C(C(=O)OC(C)C)=C(C)Nc3ncnn32)cc(OC)c1OC (centres undefined)	8	-6.9	2	-2.4	15	-7	-2	-5	0
C=CCNC(=O)c1ccc2c(=O)n(CCCN3CCCC3=O)c(=S)[nH]c2c1	11	-2.8	-15	-0.8	1	12	3	4	-2
CC(C)=C1C2CCC1C(C(=O)Nc1cc(C)cc(C)c1)C2C(=O)O (centres undefined)	1	-1.8	-6	9.4*	8	18	7	26	-3
COc1ccc(-c2nnc(SCC(=O)Nc3ccc(C(=O)O)cc3)n2-c2ccc(Cl)cc2)cc1	-2	-2.9	-1	-2.2	6	2	-3	19	.
COC(=O)c1c(NC(=O)c2cccnc2Cl)sc(C(=O)N(C)C)c1C	-4	-3.5	-10	1.2	-5	-1	-3	3	2
O=C(CN1CCCN(S(=O)(=O)c2ccc(Br)cc2)CC1)Nc1ccc2cn[nH]c2c1	-6	1.8	15	-0.7	.	.	.	.	.
O=C(/C=C/NNC(=O)c1ccccc1O)c1ccccc1	23	1.4	-3	-2.3	-20	-11	2	50	2
CCCC(=O)Nc1cc(S(=O)(=O)N(CC)CC)ccc1Cl	-6	1.5	9	0.3	17	3	0	4	2
Cn1c(=O)[nH]c(=O)c2c1nc(Br)n2CC(O)c1ccccc1 (centres undefined)	-7	-4.8	-6	-6.2	28	-5	3	15	5
Cc1cc(C)c(S(=O)(=O)N2CCCCC2)cc1N(C)S(=O)(=O)c1ccc(Cl)cc1	-7	-2.5	-5	-1.0	23	-2	6	-3	2
CC(=O)/C=C1\SC(CC(=O)O)C(=O)N1c1ccccc1 (centres undefined)	0	-1.6	-8	-1.8	4	4	0	2	-4
CC(=O)C(Sc1nc(N(C)C)nc(N(C)C)n1)C(=O)Nc1ccccc1 (centres undefined)	8	-3.2	-5	-1.6	7	-10	0	25	1
CC1(C)CC(=O)C2=C(C1)OC1=C(C(=O)CC(C)(C)C1)C2(C)C	-4	-2.6	1	-2.8	15	4	.	-12	0
CC(C)C(NC(=O)c1ccc(C(C)(C)C)cc1)C(=O)NCC1(N(C)C)CCCCC1 (centres undefined)	2	-2.0	-3	-2.4	8	0	-2	31	-3
C/C(=N/NC(=O)CN(c1ccccc1)S(=O)(=O)c1ccccc1)c1ccccc1O	12	0.9	-2	-1.1	5	1	-2	40	-4
COc1ccc(-n2c(C)cc(/C=C3\SC(=O)NC3=O)c2C)cc1	6	-4.3	-9	-3.6	-5	-6	-4	6	4
COc1cccc(N2CN(CCc3ccccc3)CNC2=S)c1	1	-0.7	-10	0.0	4	7	.	12	1
CN(c1ccccc1)c1nc(-n2ccnc2)nc(-n2ccnc2)n1	-5	-1.1	-18	6.6	8	7	0	24	1
COc1ccc(-n2c(Cn3c(=O)sc4ccccc43)nnc2SC)cc1	2	-3.8	0	-0.6	-51	-13	3	5	6
C=CCOc1ccc(C2=NOC(C(=O)Nc3ccc4c(c3)OCCO4)C2)cc1 (centres undefined)	-6	-1.7	25	-0.9	8	16	0	-2	7
C#CCNC(=O)C1=C[C@H](C)[C@@H](CCCO)[C@H](OCC)O1	5	-2.4	-20	-0.3	3	-13	-6	18	4
S=c1[nH]nc(C2CCCCC2)n1/N=C/c1ccccn1	15	-1.8	0	1.9	21	24	3	-99	5
C=CCn1c(N)cc(=O)nc1SCC(=O)Nc1ccc(C)cc1	-12	-1.3	-8	-2.5	-3	6	-2	-12	-1
CN(CC(=O)Nc1ccc(Cl)cc1)CC(=O)Nc1cc(Cl)ccc1C#N	2	-3.6	2	-3.2	2	0	-1	-2	2
O=c1c2ccccc2oc2nc(-c3cccs3)n(CCc3ccccc3)c(=O)c12	-1	-4.8	-5	-2.0	35	6	.	12	-2
CC(=O)Nn1c(-c2ccccc2)cc2ccccc21	8	-1.4	1	-1.7	-10	-10	-2	1	-4
Cc1cc(C(F)(F)F)n2nc(-c3cnn(C)c3C(F)(F)F)c(Br)c2n1	-7	-1.9	-15	-0.5	9	-8	2	34	1
O=C(CSc1ccc(-c2ccccn2)nn1)Nc1ccccc1	-2	-3.2	-6	0.1	9	-16	3	19	1
Cn1cccc1C(=O)NC(=O)COC(=O)c1cc([N+](=O)[O-])ccc1Cl	11	-2.5	-13	-0.9	10	-7	2	1	-3
CCC(C)(C(=O)NC1CCCC1)N(CC1CCCO1)C(=O)c1ccc2c(c1)OCO2 (centres undefined)	1	-3.0	0	-3.7	1	0	0	45	6
CS(=O)(=O)N(CCc1ccccc1)CC(=O)N1CCN(Cc2ccccc2)CC1	-8	-2.0	6	-0.7	8	-15	-3	-13	-1
Cc1ccc2nc(N3C(=O)C(O)=C(C(=O)c4ccco4)C3c3cccs3)sc2c1 (centres undefined)	22	2.1	3	-0.2	-4	-11	6	86*	0
Cn1cc(/C=N/n2cnc3scc(-c4ccccc4)c3c2=O)c2ccccc21	1	-2.7	-1	-3.3	8	-5	2	38	-1
O=C(CSc1nnc(CNC(=O)c2cccc(C(F)(F)F)c2)o1)NC1CCCCC1	3	-2.2	-1	-3.9	10	6	4	41	3
CCOC(=O)C1(Cc2cccc(OC)c2)CCCN(Cc2nccn2CC)C1 (centres undefined)	1	-2.7	-2	-4.5	7	-8	-2	60*	1
CCOC(=O)C1=C(C)NC(C)=C(C(=O)OCC)C1c1cn(-c2ccccc2)nc1-c1ccco1	2	-3.8	-7	-2.3	-2	0	7	12	4
CC(=O)Nc1c(O)nc(SCC(=O)Nc2ccc(C(C)=O)cc2)[nH]c1=O	1	-2.3	-10	-2.2	16	6	2	-1	1
CCOc1ccc(N2C(=O)/C(=C/c3cccs3)N(CC(=O)OC)C2=S)cc1	0	-1.7	11	-1.2	-3	-7	1	29	0
Cc1cccc2sc(NC(=O)C3CC3)nc12	5	-3.8	-16	-1.5	13	8	-3	14	.
O=C(CCNS(=O)(=O)c1cccc2nonc12)NC1CCCCC1	1	-0.8	-5	-0.2	7	5	2	-8	6
C=CCNC(=O)/C=C/c1c(F)cccc1Cl	-2	-2.4	-7	-3.3	43	-8	9	-7	-3
CN1C(=O)c2ccc(NC(=O)CCS(=O)(=O)c3ccccc3)cc2C1=O	3	-1.8	2	-1.9	13	-1	-4	-4	-4
CCOc1cc(Br)c(CC(=O)NC2CCCCCC2)cc1OCC	2	-2.0	-9	0.0	-3	10	7	28	1
O=C(NCC1CC1)[C@@H]1C[C@H]1[C@@H](NP(=O)(c1ccccc1)c1ccccc1)c1ccccc1	3	-1.5	7	1.3	18	-9	4	6	0
CC(C(=O)Nc1ccc(O)cc1C(=O)O)N1C(=O)/C(=C\c2cccs2)SC1=S (centres undefined)	24	-1.1	9	1.9	5	-8	-6	-11	6
O=C(COC(=O)C1CC(=O)N(Cc2ccccc2)C1)Nc1ccc(Cl)cc1F (centres undefined)	0	-1.9	-2	-0.5	6	-18	0	37	-4
Going on with the list.
SMILES	M18AAP inhibitor	IMP-1 inh	GPR7 antag	VIM-2 inh	NALP1 yeast inh	p-CIP stab down	IDE act	PHOSPHO1 block	IDE cell inh
COc1ccccc1/C=N/OC(=O)c1ccc(F)cc1	2	-1.8	-3	-2.4	8	-4	3	22	3
Cc1cccc(Nc2nc3c(s2)CCCC3)c1	32*	-1.1	-14	-3.8	30	-2	7	-18	10
CCc1ccccc1NC(=S)N1CCN(c2cccc(OC)c2)CC1	7	-8.0	-15	-4.0	2	2	5	19	5
COc1ccc(-c2cc(=O)oc3cc(OC(=O)C4CCCCC4)c(Cl)cc23)cc1	0	-2.3	-7	0.8	12	-6	1	-14	3
COc1ccc(CCN2C(=NC(=O)CC(C)C)SC3CS(=O)(=O)CC32)cc1OC (centres undefined)	4	0.5	12	-0.3	10	10	-4	0	-1
Cc1cccc(C)c1NC(=O)C1(N(Cc2ccco2)C(=O)Cn2nnnc2N)CCCCC1	-3	-1.3	18	-6.5	24	10	5	5	3
COc1cccc(/C=N/N2CCN(Cc3ccccc3)CC2)c1O	-3	0.4	-2	0.5	10	-1	5	30	-2
C/C(=N\NC(=O)COc1ccc(C(C)(C)C)cc1)c1ccccc1	0	-2.5	6	-0.9	8	-6	8	36	0
CNC(=S)N1CCN(C(c2ccccc2)c2ccccc2)CC1	-2	-3.7	-8	-4.0	-1	-15	-3	31	0
O=C(NCc1cc2ccccc2[nH]1)c1ccccc1F	8	-0.2	1	1.8	18	2	2	14	10
CC(=O)c1c(C)[nH]c(C(=O)Nc2cc(S(=O)(=O)N(C)C)ccc2C)c1C	2	-2.7	-3	-1.6	8	0	2	-10	3
Cc1c(CCC(=O)O)c(=O)oc2cc(OCc3ccccc3F)ccc12	0	-2.7	-8	-4.4	3	-12	5	18	3
Cc1ccc(CNC(=O)C2CCC(=O)N(Cc3ccccc3F)C2)s1 (centres undefined)	5	-1.1	-2	0.9	19	-1	6	43	3
N#C/C(=C\c1ccc2c(c1)OCCO2)C(=O)Nc1nccs1	2	-4.2	-6	-3.0	-15	6	0	30	-5
CNC(=O)c1cc(OCC(F)(F)F)ccc1OCC(F)(F)F	-5	-2.2	-3	-0.8	-1	-1	9	61*	3
CCCNC(=O)Nc1ccc(F)c(Cl)c1	-2	-2.1	-7	-2.4	4	-10	0	35	5
CCOc1ccccc1NC(=O)c1cccc(NC(=O)CC(c2ccccc2)c2ccccc2)c1	2	-1.5	17	-1.9	18	-16	2	28	5
FC(F)(F)COc1cc(-c2nnc(SCc3ccccc3)n2Cc2ccco2)cc(OCC(F)(F)F)n1	1	-3.1	-1	-1.2	-3	-6	3	8	-1
Cc1ccc(N/C=C(\C#N)c2ccc(OCCCF)cc2)cc1	-5	1.5	3	2.2	-9	-5	5	42	0
C=CCn1c(SCC(C)=O)nnc1-c1ccc2ncccc2c1	3	-3.2	-12	-1.6	.	-6	5	32	2
CN(C)CCCNC(=S)Nc1ccc(-c2ccccc2)cc1	-1	-0.1	11	1.6	8	7	0	-29	0

Ordered by length of the SMILES (ascending): some entries from above.
SMILES	M18AAP inhibitor	IMP-1 inh	GPR7 antag	VIM-2 inh	NALP1 yeast inh	p-CIP stab down	IDE act	PHOSPHO1 block	IDE cell inh
C=CCn1c(SCC(C)=O)nnc1-c1ccc2ncccc2c1	3	-3.2	-12	-1.6	.	-6	5	32	2
N#C/C(=C\c1ccc2c(c1)OCCO2)C(=O)Nc1nccs1	2	-4.2	-6	-3.0	-15	6	0	30	-5
Cc1ccc(CNC(=O)C2CCC(=O)N(Cc3ccccc3F)C2)s1 (centres undefined)	5	-1.1	-2	0.9	19	-1	6	43	3
CC(=O)c1c(C)[nH]c(C(=O)Nc2cc(S(=O)(=O)N(C)C)ccc2C)c1C	2	-2.7	-3	-1.6	8	0	2	-10	3
FC(F)(F)COc1cc(-c2nnc(SCc3ccccc3)n2Cc2ccco2)cc(OCC(F)(F)F)n1	1	-3.1	-1	-1.2	-3	-6	3	8	-1

From PubChem BioAssay

Outcome played no part in choosing rows. About 5.3% of those tested had a hit in this group.
